Screening results deposited in PubChem by NCI.
NCI-60 one-dose screen, 48 h, at 10 µM unless noted. Numbers give growth in % (100 = growth as untreated, 0 = no growth, -100 = all killed).
ACHN = ACHN renal cancer; AID 1794771; 4.9% of 81,000 active
OVCAR-4 = OVCAR-4 ovarian cancer cells. 3.7% of 80,000 active. AID 1794784
A498 = A498 renal cancer cells | 5.4% of 76,000 active | AID 1794774
OVCAR-5 = OVCAR-5 ovarian cancer. AID 1794783. 2.9% of 82,000 active
RXF 393 = RXF 393 renal cancer cells; 6.9% of 77,000 active; AID 1794773
OVCAR-3 = OVCAR-3 ovarian cancer | AID 1794787 | 7% of 79,000 active
OVCAR-8 = OVCAR-8 ovarian cancer. 4.4% of 81,000 active
CAKI-1 = CAKI-1 renal cancer | AID 1794772 | 4.7% of 75,000 active
* hit, by the source's call; x = not tested or not shown; & = joins results of further samples. The calls were made as follows: active = growth percent below 10; inactive = the rest.

SMILES	ACHN	OVCAR-4	A498	OVCAR-5	RXF 393	OVCAR-3	OVCAR-8	CAKI-1
Clc1ccc(NCc2nnc(-c3ccccc3)o2)cc1	73	82	94	100	102	87	97	78
CCC/C(C)=N/Nc1ccc([N+](=O)[O-])cc1[N+](=O)[O-]	70	106	79	103	114	107	78	61
COc1ccc(C2c3c(ccc4ccccc34)Oc3ccc4ccccc4c32)cc1	94	97	123	111	118	94	100	57
CC(C)(C)c1ccc(-c2nc(C#N)c(NC3CCS(=O)(=O)C3)o2)cc1 (stereo not drawn)	104	99	99	94	100	103	104	x
Brc1cnc2[nH]cc(-c3csc(-c4c[nH]c5ncccc45)n3)c2c1	39	73	59	99	59	83	85	34
CCN(CC)c1ccc(-c2cc(-c3cc(OC)c(OC)c(OC)c3)nc(N3CCC(O)CC3)c2C#N)cc1	7.6*	41	29	2.4*	-13*	-59*	11	-32*
CC(=O)OC[C@H]1OC(Sc2sc(C(=O)c3ccc(C)cc3)c(N)c2-c2nc3ccccc3s2)[C@@H](OC(C)=O)[C@@H]1OC(C)=O (stereo partly drawn)	91	102	84	99	111	105	98	78
Cc1nn(-c2ccccc2)c2nc3nc4c(c(N)c3c(-c3ccc(Cl)cc3)c12)CCCC4	82	109	97	96	91	114	93	91
Cc1nc2sc(C(=O)Nc3cccc4ccccc34)c(N)c2cc1C(O)c1ccccc1 (stereo not drawn)	24	60	-14*	37	36	-5.3*	5.1*	29
CCOc1ccc(NC(=O)c2ccc[n+](CCc3ccccc3)c2)cc1	108	100	106	107	103	105	102	97
CCC(=O)O[C@]1(C(C)=O)CC[C@H]2[C@@H]3CCC4=CC(=O)CC[C@]4(C)[C@H]3CC[C@@]21C	93	98	102	87	111	108	96	92
O=S(=O)(Nc1cccc(S(=O)(=O)N2CCCCC2)c1)c1ccc(Cl)cc1	103	89	84	108	125	93	105	111
Cc1nc2c(=O)nc3s/c(=C\c4ccc(N(C)C)cc4)c(=O)n3c2nc1C	95	103	87	101	104	112	104	84
CCOC(=O)c1cnc2ccc(OC)cc2c1NCc1ccccc1	89	100	81	84	104	108	94	93
CCC(C)Sc1nc(N)nc2c1ncn2C1OC(CO)C(O)C1O (stereo not drawn)	117	102	111	98	x	103	x	120
O=C(Nc1ccc(OS(=O)(=O)c2ccccc2)cc1)C1CCCCC1	104	102	105	100	87	95	95	93
N#Cc1c(Br)[nH]c2ncnc(N)c12	90	104	110	109	89	94	x	85
COC(=O)c1nc(N)nc(C(=O)OC)c1C(=O)c1ccc(N2CCN(c3ccc(C(=O)c4c(C(=O)OC)nc(N)nc4C(=O)OC)cc3)CC2)cc1	108	105	136	112	121	97	109	101
CC(=O)C1(O)CCCCC1	107	108	108	103	116	103	100	106
c1ccc(CSc2ncnc3nc[nH]c23)nc1	105	105	102	97	119	104	120	57
COc1ccc(C(CC(=O)O)c2c(C)n(-c3ccccc3)[nH]c2=O)cc1 (stereo not drawn)	105	97	97	106	107	106	104	103
Cc1nc2ccccc2c(/C=C/c2ccc(F)cc2)c1C(=O)/C=C/c1ccccc1	12	36	56	-22*	-3.8*	-15*	2.1*	25
CC(=O)C(N=Nc1ccccc1)C(C)=O	100	97	94	114	x	114	98	95
CCCCOc1ncnc2c1CC(C)c1c(C)cc(C)cc1N2C (stereo not drawn)	109	99	111	106	108	114	111	91
O=Cc1ccc(OC2OC(CO)C(O)C(O)C2O)cc1 (stereo not drawn)	113	104	96	114	124	106	108	99
Following part.
SMILES	ACHN	OVCAR-4	A498	OVCAR-5	RXF 393	OVCAR-3	OVCAR-8	CAKI-1
C[C@H]1CC[C@H]2O[C@]2(C)CC/C=C\CC(=O)C1	103	96	95	110	100	107	103	96
COc1ccc(/C=C2N=C(/C=C/c3ccccc3)OC/2=O)cc1	92	101	108	105	106	101	97	93
COc1cc(/C=C/C(=O)c2ccc3c(c2)OCCO3)c(Cl)c(OC)c1OC	86	76	95	100	90	77	76	75
CN=C1Nc2cc(OC)c(OC)c(OC)c2C(c2cc(Cl)ccc2F)S1 (stereo not drawn)	112	91	83	109	101	106	92	81
C=C(C)[C@@H]1CC[C@]2(C(=O)N3CCN(C)CC3)CC[C@]3(C)[C@H](CC[C@@H]4[C@@]5(C)C/C(=C/O)C(=O)C(C)(C)[C@@H]5CC[C@]43C)[C@@H]12	109	98	103	108	120	114	106	85
CCCCCc1ccc(C)cc1OC(C)=O	117	108	89	107	111	111	111	103
CC(C)c1c(Cl)cc(C(C)(C)C)c(O)c1Cl	114	109	95	108	109	111	111	103
Cc1c(C(C)(C)O)cn2ncnc(Oc3ccc(NC(=O)Nc4ccc(Cl)c(C(F)(F)F)c4)cc3)c12	21	21	12	100	39	26	49	29
O=C1OC(=O)C2C3CCC(O3)C12 (stereo not drawn)	106&90	118	79	110&91	129&104	120&108	115&98	104
O=C(CCCN1CCN(c2ccccn2)CC1)c1ccc(F)cc1	107&97	111&108	121&132	96&99	126&102	101&108	117&101	121&95
COc1cc(/C=C/C(=O)c2nnn(-c3ccc([N+](=O)[O-])cc3)c2C)cc(OC)c1OC	93	86	116	109	97	110	96	100
O=C1CC(c2ccc(O)cc2)Oc2cc(O)cc(O)c21 (stereo not drawn)	104&107	90&101	105	164&103	129	113	105&102	101
c1cc(-n2nnc3cnccc32)ccn1	89	103	148	98	108	114	98	91
Brc1ccc(-c2nnc3c4[nH]ccc4ncn23)cc1	79	91	71	113	107	86	95	87
C#CCN(C)CCCOc1ccc(N(CC)C(=O)c2cc(C(C)C)c(O)cc2O)cc1Cl	12	26	22	20	2.6*	21	2.9*	9.9*
CC(C)C[C@H](C(=O)O)N1CC=CCN(OCc2ccccc2)S1(=O)=O	115	114	106	113	102	96	93	101
COc1ccc(C2=NN(C(=O)c3ccc(S(N)(=O)=O)cc3)C(c3ccc(OC)c(OC)c3)C2)c(OC)c1 (stereo not drawn)	102	104	97	100	101	x	100	96
O=S(=O)(c1ccccc1)N1CCCCC1CCc1ccccc1 (stereo not drawn)	99	97	62	95	98	93	97	85
CCCSc1nc(NCCc2c[nH]c3ccccc23)c(C#N)c(-c2ccc(OC)cc2)n1	65	61	61	82	-17*	82	68	51
COc1ccc(-c2n[nH]c(=O)c3c2sc2ncc(-c4ccc(OC)cc4)n23)cc1	107	106	89	106	109	104	102	96
Cc1ccc(OCC2CO2)cc1 (stereo not drawn)	106	x	x	92	105	125	103	34
O=C(CCCCCC/C=C/c1csc(Br)n1)NO	73	90	71	71	72	x	61	72
CCC[C@@H](C)/C=C(\C)[C@H]1O[C@@](O)(CC)[C@H](C)C(=O)[C@@H]1C	100	102	100	95	119	98	109	x
COc1ccccc1N1CCN(C(=S)Nc2ccccc2)CC1	100	108	x	107	100	x	98	x
CCN(CC)CCCCNc1c2ccccc2[n+](C)c2c1[nH]c1ccccc12	28	-2.3*	-12*	-5.2*	-56*	-14*	-12*	81

Reformatted bar-delimited: part of the list above.
smiles | ACHN | OVCAR-4 | A498 | OVCAR-5 | RXF 393 | OVCAR-3 | OVCAR-8 | CAKI-1
CCCCCc1ccc(C)cc1OC(C)=O | 117 | 108 | 89 | 107 | 111 | 111 | 111 | 103
CC(C)c1c(Cl)cc(C(C)(C)C)c(O)c1Cl | 114 | 109 | 95 | 108 | 109 | 111 | 111 | 103

Going on with the list:
SMILES	ACHN	OVCAR-4	A498	OVCAR-5	RXF 393	OVCAR-3	OVCAR-8	CAKI-1
N#Cc1c(-c2ccccc2)cc(-c2ccccc2)n(CCCC(=O)O)c1=O	98	102	x	104	92	112	51	97
CCN(C(=S)Nc1ccccc1)c1ccccc1	101	97	100	91	104	97	92	107
COc1ccc(-c2nc3ccc(-c4nnc(SCC(=O)Nc5ccc(C(=O)/C=C/c6ccc(Cl)cc6)cc5)o4)cc3[nH]2)cc1OC	94	108	100	95	106	116	106	100
COc1ccc(-c2cn(-c3ccc(Cl)c(Cl)c3)c(=S)[nH]2)cc1	82	57	89	81	42	103	73	112
COc1ccc(-c2nnc(SC/C(=N/O)c3ccccc3)n2-c2ccccc2)cc1	107	86	74	109	108	111	102	96
CCCCNc1nc(-c2ccc(Cl)cc2)n2ncc(C#N)c2n1	85	79	76	95	93	93	89	x
COc1cc(CNC(=O)/C=C/c2ccccc2)ccc1OCc1cn(-c2ccc(C)c(C)c2)nn1	97	102	84	90	111	98	100	98
CCOC(=O)C(NC=O)C(=O)OCC	108	112	124	103	108	115	100	100
O=[N+]([O-])c1nccn1CC(O)CO (stereo not drawn)	114	107	117	104	144	121	x	97
CC(=O)S[C@@H]1CC2=CC(=O)CC[C@]2(C)[C@H]2CC[C@@]3(C)[C@@H](CC[C@@]34CCC(=O)O4)[C@H]12	98	96	113	113	117	98	106	99
ClCC[n+]1ccccc1	103	110	137	106	131	119	104	119
CS(=O)(=O)c1ccc(-c2nc3ccccn3c2C=Nc2ccc(Br)cc2)cc1	45	86	68	85	96	x	80	41
Clc1ccc2sc3ncc(-c4ccc(Br)cc4)n3c2c1	95	96	118	108	97	107	95	89
Cn1c(=O)c2[nH]c(N/N=C/c3ccccc3)nc2n(C)c1=O	116&106	96	97&75	104&103	108&119	110&122	111&108	102&101
CCCCOCCOCCN	115	108	111	117	106	111	98	104
N#CC1C(=O)SC2c3ccccc3C(=O)c3ccccc3C12 (stereo not drawn)	114	99	105	105	101	109	99	88
COc1ccc(S(=O)O)cc1NC(C)=O	110	101	101	110	104	113	99	107
N=C(N)c1ccc(/C=C/c2ccc(C(=N)N)cc2O)cc1	99	106	92	98	34	125	103	88
COc1ccc(/C=C2\Oc3cc(C)c(Cl)cc3C2=O)cc1OC	98	82	x	98	111	108	102	87
C[C@@H](CO)[C@@H]1CC[C@]2(C(=O)N3CCN(C)CC3)CC[C@]3(C)[C@H](CC[C@@H]4[C@@]5(C)CC[C@H](O)C(C)(C)[C@@H]5CC[C@]43C)[C@@H]12	90	78	89	101	81	88	80	78
C/C=C1/CN(CCCCC)CC[C@H]1C(=O)c1cc2ccccc2[nH]1	96	87	89	96	94	94	92	88

Some of the entries above, reformatted:
Fields: ACHN, OVCAR-4, A498, OVCAR-5, RXF 393, OVCAR-3, OVCAR-8, CAKI-1
CCN(CC)CCCCNc1c2ccccc2[n+](C)c2c1[nH]c1ccccc12
→ 28, -2.3*, -12*, -5.2*, -56*, -14*, -12*, 81
N#Cc1c(-c2ccccc2)cc(-c2ccccc2)n(CCCC(=O)O)c1=O
→ 98, 102, x, 104, 92, 112, 51, 97
CCN(C(=S)Nc1ccccc1)c1ccccc1
→ 101, 97, 100, 91, 104, 97, 92, 107
COc1ccc(-c2nc3ccc(-c4nnc(SCC(=O)Nc5ccc(C(=O)/C=C/c6ccc(Cl)cc6)cc5)o4)cc3[nH]2)cc1OC
→ 94, 108, 100, 95, 106, 116, 106, 100
COc1ccc(-c2cn(-c3ccc(Cl)c(Cl)c3)c(=S)[nH]2)cc1
→ 82, 57, 89, 81, 42, 103, 73, 112
COc1ccc(-c2nnc(SC/C(=N/O)c3ccccc3)n2-c2ccccc2)cc1
→ 107, 86, 74, 109, 108, 111, 102, 96
CCCCNc1nc(-c2ccc(Cl)cc2)n2ncc(C#N)c2n1
→ 85, 79, 76, 95, 93, 93, 89, x
COc1cc(CNC(=O)/C=C/c2ccccc2)ccc1OCc1cn(-c2ccc(C)c(C)c2)nn1
→ 97, 102, 84, 90, 111, 98, 100, 98
CCOC(=O)C(NC=O)C(=O)OCC
→ 108, 112, 124, 103, 108, 115, 100, 100
O=[N+]([O-])c1nccn1CC(O)CO (stereo not drawn)
→ 114, 107, 117, 104, 144, 121, x, 97
CC(=O)S[C@@H]1CC2=CC(=O)CC[C@]2(C)[C@H]2CC[C@@]3(C)[C@@H](CC[C@@]34CCC(=O)O4)[C@H]12
→ 98, 96, 113, 113, 117, 98, 106, 99
ClCC[n+]1ccccc1
→ 103, 110, 137, 106, 131, 119, 104, 119
CS(=O)(=O)c1ccc(-c2nc3ccccn3c2C=Nc2ccc(Br)cc2)cc1
→ 45, 86, 68, 85, 96, x, 80, 41
Clc1ccc2sc3ncc(-c4ccc(Br)cc4)n3c2c1
→ 95, 96, 118, 108, 97, 107, 95, 89
Cn1c(=O)c2[nH]c(N/N=C/c3ccccc3)nc2n(C)c1=O
→ 116&106, 96, 97&75, 104&103, 108&119, 110&122, 111&108, 102&101
CCCCOCCOCCN
→ 115, 108, 111, 117, 106, 111, 98, 104
N#CC1C(=O)SC2c3ccccc3C(=O)c3ccccc3C12 (stereo not drawn)
→ 114, 99, 105, 105, 101, 109, 99, 88
COc1ccc(S(=O)O)cc1NC(C)=O
→ 110, 101, 101, 110, 104, 113, 99, 107
N=C(N)c1ccc(/C=C/c2ccc(C(=N)N)cc2O)cc1
→ 99, 106, 92, 98, 34, 125, 103, 88
COc1ccc(/C=C2\Oc3cc(C)c(Cl)cc3C2=O)cc1OC
→ 98, 82, x, 98, 111, 108, 102, 87
C[C@@H](CO)[C@@H]1CC[C@]2(C(=O)N3CCN(C)CC3)CC[C@]3(C)[C@H](CC[C@@H]4[C@@]5(C)CC[C@H](O)C(C)(C)[C@@H]5CC[C@]43C)[C@@H]12
→ 90, 78, 89, 101, 81, 88, 80, 78
C/C=C1/CN(CCCCC)CC[C@H]1C(=O)c1cc2ccccc2[nH]1
→ 96, 87, 89, 96, 94, 94, 92, 88

An unsorted share of the library, and some 10% of all compounds hit somewhere here.
